GPR35 antagonists: GPR35 antagonists blocking zaprinast-driven arrestin recruitment, primary screen, imaging, U2OS, beta-arrestin-GFP, zaprinast agonist (AID 2058); U2OS GPR35 beta-arrestin-GFP translocation imaging, zaprinast antagonism; higher % means a stronger effect; hit rate 0.052% among 290,000; one-dose inhibition, % at 10 µM; IC50 in µM for titrated hits;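 active = inhibition of at least 50% with at least 30 cells and total cytoplasm GFP at most 10,000,000; inconclusive = under 30 cells or total GFP of 10,000,000 plus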
UTI89 phage lysis: protection from phage-mediated lysis, alamar blue read-out – E. coli UTI89, K1F phage, bacterial capsule biogenesis inhibitors (AID 488966); E. coli UTI89 K1F phage lysis, alamar blue, 2 h; higher % means a stronger effect; inhibition, % at 100 µM; hits with a dose series show IC50 in µM; hit rate 0.02% among 340,000;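 active = phage lysis inhibition, versus mean bacterial control, above a set limit; inconclusive = no clear call, values can overlap the other calls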;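 also: capsule biogenesis inhibitors block K1F phage lysis so surviving cells raise fluorescence; higher fluorescence means more inhibition of phage lysis; actives were called in the ten point dose series up to 300 µM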
AID2073: inhibitors of Mint1-CaV2.2 protein interaction, biochemical, HTRF (AID 2073). HTRF protein-protein interaction, Mint1-CaV2.2; higher % means a stronger effect. inhibition, % at 20 µM, or IC50 in µM where a hit was titrated. hit rate 0.19% among 290,000; in the data active = inhibition mostly above about 51%, no sharp cut-off; inconclusive = no clear call, values can overlap the other calls; inactive = mostly below about 53%; also: some results filed as inactive read as strong as hits
WT yeast gro inh: growth inhibition of WT yeast, mitochondrial fusion screen; AID 1362; inhibition, % at 10 µM; mitochondrial fusion phenotypic screen, WT strain; hit rate 2.1% among 190,000; in the data active = inhibition above about 58%; tested in S. cerevisiae
LYP phosphatase: PTPN22 lymphoid phosphatase activity blockers – biochemical, fluorescence intensity, uHTS (AID 1779) | recombinant LYP phosphatase, fluorescence intensity; higher % means a stronger effect | inhibition, % at 11.5 µM; hits with a dose series show IC50 in µM | hit rate 0.054% among 290,000; in the data active = inhibition above about 50%;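 also: plate controls were vehicle with enzyme for no effect and no enzyme for full effect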
Dengue-2 NS5 capping: flavivirus cap methylation enzyme inhibition – biochemical, confirmation dose response, primary screen (AID 588689). one-dose inhibition, % at 25 µM; IC50 in µM for titrated hits. Dengue-2 NS5 methyltransferase capping enzyme assay, biochemical; higher % means a stronger effect. hit rate 0.3% among 340,000; in the data active = a potency from the dose series; inconclusive = inhibition above about 29% without an active follow-up result
RSV CPE inhibition: inhibition of RSV-induced cytopathic effect – HEp-2 cells, primary 10 µM value included (AID 2391) | HEp-2 cells, RSV-induced CPE inhibition; higher % means a stronger effect | one-dose CPE inhibition, % at 10 µM; IC50 in µM for titrated hits | hit rate 0.13% among 310,000; in the data active = a potency from the dose series; inconclusive = CPE inhibition mostly from about 23% at the one dose, without a potency; inactive = the rest, 99 in 100 with CPE inhibition below about 21%; also: strong numbers were not always called active
Autophagy mod: alters autophagy in cells; AID 463193; calls only at 10 µM (by protocol); MEF GFP-LC3 puncta imaging; test concentration mostly 10 µM; hit rate 0.98% among 190,000;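 active = percentage of spot-positive cells more than 3 SD above its plate mean, without a fluorescence outlier flag or 80% toxicity; inconclusive = no clear call, values can overlap the other calls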;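 also: spot-positive cell cutoff set from DMSO-treated cells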
NTR1 ag: NTR1-driven beta-arrestin-GFP spot formation – imaging, U2OS cells, high content, primary screen (AID 493036); activation, % at 20 µM; agonist mode; P30989; hit rate 0.17% among 330,000;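 active = activation at or above 40% of the spot to cytoplasm intensity ratio, with at least 20 cells analyzed; inconclusive = wells under 20 cells, flagged as cytotoxic or low count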;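 also: 0% = DMSO without peptide and 100% = 100 nM NTR1 peptide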
Target sequence (P30989 whole entry, looked up): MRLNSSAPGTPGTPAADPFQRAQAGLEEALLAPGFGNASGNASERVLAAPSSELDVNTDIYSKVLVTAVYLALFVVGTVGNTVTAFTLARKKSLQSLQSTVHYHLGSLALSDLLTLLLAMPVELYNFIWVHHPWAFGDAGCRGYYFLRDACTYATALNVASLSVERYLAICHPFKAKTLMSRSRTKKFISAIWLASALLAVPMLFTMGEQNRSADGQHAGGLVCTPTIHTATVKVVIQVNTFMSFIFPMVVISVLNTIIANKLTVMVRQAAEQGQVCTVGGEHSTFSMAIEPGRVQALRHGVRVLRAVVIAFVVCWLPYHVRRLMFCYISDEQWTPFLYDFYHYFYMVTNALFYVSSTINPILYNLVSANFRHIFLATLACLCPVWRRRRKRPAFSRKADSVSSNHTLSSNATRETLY
WT yeast gro inh mutant strain: recorded beside WT yeast gro inh, whose call it bears; inhibition, %; mitochondrial fusion phenotypic screen, mutant strain inhibition
Autophagy mod cell loss 18 h: also measured in Autophagy mod; calls as there; toxicity, %; measured here: cell loss, nuclei count;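 cell loss after 18 h compound exposure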
NTR1 ag cell count 20 µM: recorded beside NTR1 ag, whose call it bears; cell count; measured here: cell count, cytotoxicity flag
Dengue-2 NS5 capping pilot replicate: recorded beside Dengue-2 NS5 capping, whose call it bears; inhibition, %; measured here: pilot screen replicate inhibition
* = called active by the depositor; i = inactive; ? = inconclusive; / = no result given; + = active, no number; [ ] = remark or other dose. Random draw from the library; about 2.6% have a hit in one of these screens.

SMILES	GPR35 antagonists	UTI89 phage lysis	AID2073	WT yeast gro inh	WT yeast gro inh mutant strain	LYP phosphatase	Dengue-2 NS5 capping	RSV CPE inhibition	Autophagy mod	Autophagy mod cell loss 18 h	NTR1 ag	NTR1 ag cell count 20 µM	others
COc1ccc(C2CC(=O)Nc3n[nH]c(-c4ccccc4)c32)cc1OC (stereo not given)	2%	0.7%	-8%	-12	-10	-8%	-1%	1.2%	i	-9	-2.0	69
COc1ccc(OC)c(C(c2nnnn2C2CCCC2)N2CCN(c3ccccc3)CC2)c1 (stereo not given)	-6%	1.0%[50 µM]	-12%	-3	-11	4%	-9%	2.3%	i	14	2.5	64
CN(C)CCn1c(=S)[nH]c2ncccc2c1=O	-8%	0.0%	24%	16	8	-6%	-8%	0.0%	i	6	0.4	64
CC(C)[C@H](NC(=O)c1ccco1)C(=O)N(C)Cc1ccc(C(F)(F)F)cc1	-9%	-0.3%	2%	/	/	-7%	9%	1.2%	/	/	-0.4	49
O=C(COC(=O)C1CCN(S(=O)(=O)c2cccs2)CC1)c1ccc2c(c1)OCCO2	3%	-1.4%	7%	1	6	-4%	2%	2.6%	i	51	0.0	81
CN(C)c1nc2c(c(=O)[nH]c(=O)n2C)n1Cc1ccccc1Br	6%	-0.1%	10%	17	13	-5%	-4%	-1.0%	i	7	-0.7	94
OCCNc1nc(-c2ccccc2)c2cc(Cl)ccc2n1	27%	-0.9%	15%	6	-9	-2%	-6%	?	+	1.2*	20	67
COc1ccc(N(CC(=O)NCCSCc2c(F)cccc2Cl)S(C)(=O)=O)cc1OC	-1%	0.0%	-5%	13	17	-2%	-6%	-0.4%	i	7	1.0	66
Cc1ccc(C)c(OCC(=O)Nc2ccc3c(c2)OCO3)c1	-4%	0.3%	9%	-3	0	6%	-3%	5.2%	i	6	0.6	38
CCOC(=O)c1cc(C)nc(S(C)(=O)=O)c1C#N	7%	-0.9%	1%	/	/	-4%	-8%	1.7%	/	/	6.1	74
CCOC(=O)COc1ccc2c(c1)c(C(C)=O)c(C)n2-c1ccccc1	-11%	0.0%[50 µM]	6%	/	/	-1%	-3%	1.4%	/	/	/	/
C=CCc1cccc2cc(C(=O)NC)c(=O)oc12	9%	0.4%	13%	-2	9	-3%	-3%	2.1%	i	1	-0.6	53
COC(=O)CCC(=O)Nc1ccc(OC)cc1	-8%	0.3%	3%	5	1	-4%	/	0.5%	i	-10	1.6	55
CN(CC(=O)NC1CC1)S(=O)(=O)c1cc(Cl)ccc1Cl	2%	0.1%[50 µM]	14%	/	/	-5%	-2%	1.1%	/	/	0.5	58
CCN=C1SC(CC(=O)NC(C)C)C(=O)N1CC (stereo not given)	7%	-5.7%	4%	5	4	-2%	1%	0.7%	i	-12	17	83
COc1cc(OC)nc(Oc2cc(/C=N/O)ccc2OC)n1	-8%	1.1%	-5%	5	5	-10%	/	1.5%	i	6	1.3	83
O=C(NC1CC1)c1sc2cc(F)ccc2c1Cl	/	-0.3%	/	/	/	/	-8%	9.9%	/	/	-0.9	54
CC(C)(C)c1ccc(C(=O)NC(CC(=O)O)c2ccc(OC3CCCC3)cc2)cc1 (stereo not given)	15%	0.1%	19%	/	/	-6%	6%	0.5%	/	/	-1.9	95
Cc1cc(NC(=O)Cn2nc3c(cc2=O)CCCC3)ccc1Br	4%	0.4%	7%	0	0	3%	6%	5.9%	i	-9	-0.2	48
CCC(=O)c1ccc(OCC(O)CN2CC(C)OC(C)C2)cc1 (stereo not given)	8%	0.2%	-7%	-17	19	-10%	-1%	0.5%	i	-8	5.5	90
Cc1cc(Nc2ccc(F)cc2F)n2ncnc2n1	-14%	6.2%	-1%	-5	-1	0%	-3%	1.0%	i	-2	2.1	51
Cc1ccc(O)c(N=CC2=C(O)c3ccccc3C2=O)c1	12%	0.5%	27%	12	9	-3%	-2%	7.2%	i	-5	3.0	74
Cc1noc(C)c1-c1ccc2nc[nH]c(=O)c2c1	/	-0.1%	/	/	/	/	1%	-2.8%	/	/	2.3	53
COc1ccc(-n2c(CN3CCN(c4ccccc4OC)CC3)nc3ccc([N+](=O)[O-])cc3c2=O)c(OC)c1	30%	0.2%	0%	/	/	0%	0%	/	/	/	1.6	107

Grouped by structure: the entries above with an aryl methoxy group (6)
SMILES	GPR35 antagonists	UTI89 phage lysis	AID2073	WT yeast gro inh	WT yeast gro inh mutant strain	LYP phosphatase	Dengue-2 NS5 capping	RSV CPE inhibition	Autophagy mod	Autophagy mod cell loss 18 h	NTR1 ag	NTR1 ag cell count 20 µM	others
COc1ccc(C2CC(=O)Nc3n[nH]c(-c4ccccc4)c32)cc1OC (stereo not given)	2%	0.7%	-8%	-12	-10	-8%	-1%	1.2%	i	-9	-2.0	69
COc1ccc(OC)c(C(c2nnnn2C2CCCC2)N2CCN(c3ccccc3)CC2)c1 (stereo not given)	-6%	1.0%[50 µM]	-12%	-3	-11	4%	-9%	2.3%	i	14	2.5	64
COc1ccc(N(CC(=O)NCCSCc2c(F)cccc2Cl)S(C)(=O)=O)cc1OC	-1%	0.0%	-5%	13	17	-2%	-6%	-0.4%	i	7	1.0	66
COC(=O)CCC(=O)Nc1ccc(OC)cc1	-8%	0.3%	3%	5	1	-4%	/	0.5%	i	-10	1.6	55
COc1cc(OC)nc(Oc2cc(/C=N/O)ccc2OC)n1	-8%	1.1%	-5%	5	5	-10%	/	1.5%	i	6	1.3	83
COc1ccc(-n2c(CN3CCN(c4ccccc4OC)CC3)nc3ccc([N+](=O)[O-])cc3c2=O)c(OC)c1	30%	0.2%	0%	/	/	0%	0%	/	/	/	1.6	107

Additional entries follow.
SMILES	GPR35 antagonists	UTI89 phage lysis	AID2073	WT yeast gro inh	WT yeast gro inh mutant strain	LYP phosphatase	Dengue-2 NS5 capping	RSV CPE inhibition	Autophagy mod	Autophagy mod cell loss 18 h	NTR1 ag	NTR1 ag cell count 20 µM	others
C/C(=N\Nc1cccc(C(=O)O)c1)c1cc2ccccc2o1	10%	-0.2%	-2%	-9	4	7%	1%	0.1%	i	-2	-0.6	61
CC(=O)c1ccc(N2CCN(C(=O)c3cc(-c4cccnc4)nc4ccc(Br)cc34)CC2)cc1	3%	0.0%	30%	-6	-22	1%	2%	2.7%	i	6	13	72
COc1ccc(CCC(=O)N2CCN(c3ccc([N+](=O)[O-])cc3)CC2)cc1OC	-8%	-0.1%	24%	/	/	-4%	-3%	?	/	/	-0.5	86
CCOC(=O)c1c(-c2ccccc2)oc2ccc(OCC(O)CNCCN(C)C)cc12 (stereo not given)	11%	8.6%	19%	/	/	-24%	-5%	-2.2%	/	/	4.6	27
O=C(O)COc1ccc(NC(=O)c2ccc3c(c2)C(=O)N(C2CCCCC2)C3=O)cc1	-7%	-1.0%[50 µM]	-1%	/	/	-4%	1%	1.5%	/	/	/	/
CCN(CC)S(=O)(=O)c1cc(OC)c(Cl)cc1Cl	-8%	-0.9%	35%	-28	-6	-4%	-6%	2.3%	i	-16	-1.1	53
Cc1ccc(-c2cc(NC(=O)c3ccccc3[N+](=O)[O-])n[nH]2)cc1	2%	0.1%	-6%	/	/	-10%	-6%	3.9%	/	/	0.0	49
COC(=O)C1N2C(=O)[C@@H](NC(=O)COc3ccccc3)[C@H]2SC1(C)C (stereo not given in full)	/	1.3%	/	/	/	/	-5%	3.1%	/	/	-3.3	78
CCCCC(=O)Nc1c2c(nn1-c1ccc([N+](=O)[O-])cc1)CS(=O)(=O)C2	0%	0.1%	17%	/	/	-3%	-11%	0.6%	/	/	2.0	87
COc1cccc(CN2CC(C(=O)NCCn3ccc(C)n3)CCC2=O)c1 (stereo not given)	11%	0.2%	7%	/	/	-11%	1%	0.1%	/	/	1.0	67
CCOC(=O)c1c(C)[nH]c(C)c1C(=O)COC(=O)c1cccnc1SC	/	0.8%[50 µM]	/	/	/	/	-12%	1.4%	/	/	0.1	68
COCCn1nnnc1C(c1ccc(OC)cc1OC)N1CCN(c2ccccc2F)CC1 (stereo not given)	-8%	0.2%	-11%	-34	-8	-7%	/	0.8%	i	14	1.1	50
COCCn1c(SCC(=O)NC2(C#N)CCCCC2)nc2ccccc2c1=O	/	0.6%[50 µM]	/	/	/	/	0%	-0.6%	/	/	0.6	63
CC1=NNC(=O)C1CCC(=O)N/N=C/c1ccc(Cl)cc1 (stereo not given)	-11%	-2.8%	0%	-2	-10	1%	-5%	-0.4%	i	-4	-1.3	83
COc1ccc(/C=N/NC(=O)c2nn(C)cc2Br)cc1CSCc1ccco1	6%	-0.1%	6%	/	/	-4%	3%	5.1%	/	/	1.6	49
C[N+](C)(C)CCOC(N)=O	/	4.7%	/	/	/	/	-7%	0.0%	/	/	0.6	53
C[C@H](O)[C@@H](C(=O)N1CCN(C(=O)OC(C)(C)C)CC1)n1cc(CCCCNC(=O)OC(C)(C)C)nn1	-20%	1.3%	-4%	2	7	-4%	-6%	2.1%	i	6	1.2	113
CN(C1CCCCC1)S(=O)(=O)c1ccc(-n2cnnn2)cc1	12%	0.7%	5%	0	1	-9%	-1%	1.6%	i	-9	1.2	89	Dengue-2 NS5 capping pilot replicate=-4.5
CC1Cc2ccccc2N1S(=O)(=O)c1cccc(C(=O)NCCCn2ccnc2)c1 (stereo not given)	-28%	-0.7%[50 µM]	2%	6	8	-5%	-10%	5.3%	i	11	0.7	65
COc1ccccc1NC(=O)CN(c1ccccc1)S(=O)(=O)c1ccccc1	-8%	-1.3%	0%	/	/	-2%	-9%	10%	/	/	0.7	52
CN1C[C@@H]2C(c3ccc(C(F)(F)F)cc3)C3(c4cccnc4)CC2(C3)[C@H]1c1ccccc1 (stereo not given in full)	-8%	0.8%	3%	/	/	-7%	-2%	-1.7%	/	/	6.9	50
O=C(COC(=O)Cc1ccccc1F)Nc1ccc(SC(F)F)cc1	8%	2.2%[50 µM]	-5%	24	-3	-2%	2%	-0.1%	i	19	-1.1	50
CCOC(=O)Cn1c(-c2cccnc2)nc(-c2ccccc2)c1-c1ccccc1	11%	-1.3%[50 µM]	-6%	/	/	-4%	-6%	2.1%	/	/	/	/
O=C(OCc1cc(=O)n2c(n1)sc1ccccc12)c1ccc2c(=O)n3c(nc2c1)CCC3	-5%	-0.1%	47%	/	/	6%	-14%	7.2%	/	/	0.8	92
CCOc1ccc2ccccc2c1/C=N/NC(=O)c1ccncc1	6%	1.1%	2%	/	/	-4%	-11%	4.9%	/	/	-0.1	62
CN1CC(=O)N2[C@H](c3ccc4c(c3)OCO4)c3[nH]c4ccccc4c3C[C@@H]2C1=O	14%	2.0%	-8%	-3	-10	-4%	-5%	-0.8%	/	/	-0.9	70
Cc1nc(NC(=O)/C=C/c2ccc(Cl)cc2Cl)sc1C(=O)N(C)C	10%	2.0%	16%	-9	10	-1%	-1%	1.8%	i	2	5.5	63

Screening results deposited in PubChem by several laboratories.
